Screening data from PubChem.
B2AR arrestin: recruits beta-arrestin to the human beta2-adrenergic receptor; P07550; beta-arrestin recruitment to beta2AR, cell-based reporter; Potency, µM (highest dose often 46.1 µM), for the others: at the top dose activation, hits mostly activators; actives 0.02% (n = 330,000); AID 492947;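 further: potency means the concentration at half of the fitted maximal effect; 0% = DMSO controls and full agonism = EC100 isoproterenol or metaproterenol; nearly all actives have a fitted effect of over 65% in size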
PTAP TSG101 blk: blocks PTAP/TSG101 interaction to inhibit HIV-1 budding; AID 493005; 340,000 tested, under 10 active; Fluorescence polarization, FITC-PTAP peptide / Tsg101 binding; Potency, µM (top dose mostly 115 µM), for inactives: at the highest dose activity change, negative = inhibition, actives largely listed as inhibitors; Q99816; active means well fitted inhibition curve with a large enough effect in the main read-out, with a control signal flat, not every such curve was filed as active; inconclusive means small, poorly fitted or top-dose-only effect, or effect the other way, or a change in a side signal; inactive means no such curve, though single readings can be large or run the other way; further: potency means the concentration at half of the fitted maximal effect; % of control where 0% means no effect
Target sequence (Q99816 whole entry, looked up): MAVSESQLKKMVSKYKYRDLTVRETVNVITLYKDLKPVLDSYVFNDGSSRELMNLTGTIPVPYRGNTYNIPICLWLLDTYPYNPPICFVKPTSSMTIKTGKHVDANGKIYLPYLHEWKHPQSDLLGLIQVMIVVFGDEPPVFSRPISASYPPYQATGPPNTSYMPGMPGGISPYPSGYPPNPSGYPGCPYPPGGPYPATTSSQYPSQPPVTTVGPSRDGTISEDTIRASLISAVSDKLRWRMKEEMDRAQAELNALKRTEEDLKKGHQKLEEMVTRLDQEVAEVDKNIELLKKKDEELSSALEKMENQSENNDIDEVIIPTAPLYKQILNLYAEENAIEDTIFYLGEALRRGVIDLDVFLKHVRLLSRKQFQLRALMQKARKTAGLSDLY
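FP read-out: FITC-PTAP peptide, 50 nM final, binding Tsg101 binding domain, 10 uM final; 20 min, r.t.; 10 mM HEPES pH 7.5, 0.15 M NaCl, 0.01% Tween 20, 3 mM EDTA, 0.1 mM TCEP.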
TCR act: T cell receptor activation. primary human leukocytes, anti-CD3, IL-2 HTRF, 48 h. Potency, µM (top dose mostly 9.22 µM), for inactives: at the top dose activation of IL-2 secretion, hits mostly activators. 330,000 tested, under 10 active. AID 504894; further: % of control where 0% means no effect
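Using a-CD3 beads without co-stimulation, primary human leukocytes were exposed to compounds for 48 hr. An HTRF IL-2 kit measured the cytokine, with europium-to-d2 energy transfer producing emission at 665nm upon 320nm excitation.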
USP2a block: USP2a (human) protease inhibition; actives 0.01% (n = 330,000); USP2 core, Ub-CHOP2 coupled fluorogenic reporter, 485/531; O75604; Potency, µM (top dose mostly 38.3 µM), for the others: top-dose activity change, negative = inhibition, usual class: inhibitors;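 further: potency means the concentration at half of the fitted maximal effect; plate controls were DMSO wells for no effect and full inhibition by NEM control for full effect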
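Cell-free coupled assay: 10nM USP2 core preincubated 30min RT with compound in Tris-HCl pH 8.0/CaCl2/CHAPS buffer, then 25nM Ub-CHOP2 and 25nM reporter substrate; fluorescence (Ex 485/Em 531) read after 60min RT, normalized to NEM inhibition, concentration-response curves fitted.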
BCR signal inh: blocks chronic active B-cell receptor signaling. ABC-DLBCL IkBa-CBG/CBR reporter, luminescence ratio, 4 h. Potency, µM (top dose mostly 46.1 µM), inactives show at the top dose ratio change, negative = lower green/red ratio, usual class: inhibitors. actives 0.05% (n = 340,000); active means well fitted inhibition curve with a large enough effect in the signal ratio, with a control signal flat, not every such curve was filed as active; inconclusive means small, poorly fitted or top-dose-only effect, or effect the other way, or a change in a side signal; the % refers to the signal ratio;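 further: potency means the concentration at half of the fitted maximal effect; plate controls were basal doxycycline-induced cells for no effect and cells given 10 µM MG132 for full effect; MG132 reads +100%, hits lower the ratio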
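Doxycycline induced both beetle luciferases in TMD8 lymphoma cells; IKK-driven degradation limits the IkappaBalpha-fused green signal, while red luminescence normalises for cell number and nonspecific effects. Compounds tested up to 46 uM, 4 hrs.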
Mito fusion act: mitochondrial division inhibition or fusion activation; Potency, µM (doses to about 46.1 µM), for inactives: at the highest dose growth rescue (activation), usual class: activators; S. cerevisiae fusion-defective mutant growth rescue, CellTiterGlo 48 h; actives 0.23% (n = 320,000);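 further: potency means the concentration at half of the fitted maximal effect; % of control where 0% means no effect; nearly all actives have a fitted effect of over 45% in size; temperature-sensitive fusion mutants such as fzo1-1 at 37 °C on non-fermentable ethanol glycerol medium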
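S. cerevisiae fusion-defective temperature-sensitive mutants (e.g. fzo1-1, mgm1-5) grown 48 h at 37C in YPEG (ethanol/glycerol non-fermentable) medium with 23 nl compound per well; growth rescue read as CellTiterGlo luminescence.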
ELG1 DNA repair: inhibitors of ELG1-dependent DNA repair in HEK293T cells. HEK293T ELG1-luciferase reporter, luminescence, 16 h; DNA damage induced by 5-fluorouridine. Potency, µM (highest dose often 46.1 µM), without a hit: top-dose activity change, negative = inhibition, actives largely listed as inhibitors. actives 2.3% (n = 330,000); further: potency means the concentration at half of the fitted maximal effect; on the % scale 0 is the no-effect control and ±100 the full control effect; nearly all actives have a fitted effect of over 55% in size
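DMSO vehicle served as the neutral condition. Each well held 2,000 cells given 5-fluorouridine plus compound; after 16 hr at 37 °C/5% CO2, ONE-Glo was added and luciferase measured 30 min later.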
Eya2 phos inh: Eya2 (human) phosphatase inhibition; recombinant Eya2, OMFP fluorescence dephosphorylation (OMFP is methylfluorescein phosphate); Potency, µM (top dose mostly 76.9 µM), for the others: at the top dose activity, negative = inhibition, usual class: inhibitors; actives 0.006% (n = 330,000); further: potency means the concentration at half of the fitted maximal effect; on the % scale 0 is the no-effect control and ±100 the full control effect
Target sequence (O00167 whole entry, looked up): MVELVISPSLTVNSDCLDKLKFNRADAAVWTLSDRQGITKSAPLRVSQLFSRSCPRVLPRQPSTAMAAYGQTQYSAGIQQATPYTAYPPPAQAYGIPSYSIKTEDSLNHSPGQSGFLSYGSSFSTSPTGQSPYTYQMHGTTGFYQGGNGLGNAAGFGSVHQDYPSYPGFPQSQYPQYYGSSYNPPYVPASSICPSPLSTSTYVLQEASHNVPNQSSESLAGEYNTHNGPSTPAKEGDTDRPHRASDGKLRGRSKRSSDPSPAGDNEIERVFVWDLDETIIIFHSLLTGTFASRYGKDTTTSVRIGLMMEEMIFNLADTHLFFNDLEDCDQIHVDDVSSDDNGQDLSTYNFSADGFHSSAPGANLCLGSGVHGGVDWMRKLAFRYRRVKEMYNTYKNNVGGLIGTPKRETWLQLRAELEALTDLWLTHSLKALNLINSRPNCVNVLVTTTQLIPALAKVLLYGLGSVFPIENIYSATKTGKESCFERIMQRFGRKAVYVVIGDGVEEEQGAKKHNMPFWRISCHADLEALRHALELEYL
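Eya2 protein (added as 0.2 uM solution) was preincubated with compound for 10 min at ambient temperature in 50 mM HEPES pH 7.5, 50 mM NaCl, 5 uM MgCl2, 0.05% BSA, 1 mM DTT. OMFP (added at 50 uM) then reacted 10 min; fluorescence read at 485/525 nm.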
uPA surface inh: cell surface uPA generation inhibition | cell surface uPA generation assay, qHTS | AID 540303 | Potency, µM (top dose mostly 38.3 µM), inactives show at the top dose activity change, negative = inhibition, most hits filed as inhibitors | actives 0.31% (n = 330,000); active means well fitted inhibition curve with a large enough effect; inconclusive means small, poorly fitted or top-dose-only effect; inactive means no such curve, though single readings can be large or run the other way; tested in mouse RAW 264.7 cells; further: potency means the concentration at half of the fitted maximal effect; on the % scale 0 is the no-effect control and ±100 the full control effect; nearly all actives have a fitted effect of over 55% in size
TSHR antagonist: blocks TSH signaling through the human TSH receptor; P16473; TSHR-expressing cells, TSH-stimulated cAMP HTRF, 2 h; stronger effect = lower value; AID 504810; actives 0.2% (n = 330,000); activity change, negative = inhibition, % at 11.5 µM;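 active means activity change below a set negative limit, meaning inhibition stronger than a set level, cut at about -70% in these data; inconclusive means activity change between two set negative limits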; further: on the % scale 0 is the no-effect control and ±100 the full control effect
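Antagonism was scored as loss of TSH-driven cAMP in TSHR cells, stimulated with 4nM TSH (EC80) for 2 hours at 37 deg C and detected by homogeneous HTRF competition immunoassay.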
Tb PFK inh: T. brucei PFK enzyme inhibition | O15648 | T. brucei PFK, ADP-Glo luminescence | Potency, µM (series often up to 57.5 µM), for the others: at the top dose activity, negative = inhibition, usual class: inhibitors | actives 0.17% (n = 330,000) | AID 485367;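 further: potency means the concentration at half of the fitted maximal effect; 0% = uninhibited 1x PFK enzyme wells and -100% = no-enzyme wells; nearly all actives have a fitted effect of over 60% in size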
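PFK 1.25 nM, F6P 0.5 mM, ATP 0.1 mM, 0.1 M TEA pH 8.0, 5 mM MgCl2, 0.01% Tween20, 0.1% BSA; 45 min RT. ADP-Glo readout. qHTS titration up to 57 uM; curves fitted, compounds curve-classed.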
The depositor's hits bear a star; ? = inconclusive; / = no result given; [ ] = remark or other dose. Unless noted, the call rests on the fitted dose curve; in most records, active means well fitted curve in the direction sought with a large enough effect; inconclusive means small, poorly fitted or top-dose-only effect, or another doubt; inactive means no such curve, though single readings can be large; an effect the other way counts as inactive or inconclusive.

Each structure is followed by: BCR signal inh, B2AR arrestin, TSHR antagonist, ELG1 DNA repair, TCR act, Mito fusion act, PTAP TSG101 blk, USP2a block, Tb PFK inh, uPA surface inh, Eya2 phos inh
COc1ccccc1NS(=O)(=O)c1cc(NC(=O)c2[nH]c(C)c(C(C)=O)c2C)ccc1N1CCOCC1
    ?, -0.2%, -13, ?, 6%, 0%, -1%, 0%, 0%, -10%, -12%
Cc1ccc(/C=N/NC(=O)c2csc(C)c2)o1
    ?, -1.1%, -8, ?, 3%[46.1 µM], -3%, -2%, 4%, 1%, /, 2%
O=[N+]([O-])c1ccc(Cl)c(/C=N/n2c(C3CCCCC3)n[nH]c2=S)c1
    -10%, -0.2%, 9, ?, 1%, -3%, 0%, 0%, -3%, 0%, -4%
C=CC[C@@H](CC(=O)N[C@H](CO)Cc1ccccc1)C(=O)N[C@H](C)COC(=O)[C@@H](CC=C)Cc1ccc(F)cc1
    -2%, -0.6%, -16, ?, -3%, /, -1%, 0%, 5%, ?, 0%
S=C(NCc1ccc(Cl)cc1)Nc1ccncc1
    -6%, -0.2%, -36, -12%, -6%, -3%, -5%, 2%, 8.5µM*, ?, -2%
O=C(CNC(=O)c1cccs1)Nc1ncccc1O
    0%, -0.2%, -5, 2%, 1%, -1%, -4%, 1%, -2%, 1%, 13%
CCOc1ccc(C(=O)Nc2ccccc2N2CCN(C(=O)c3ccccc3)CC2)cc1[N+](=O)[O-]
    0%, 0.4%, 1, 4.6µM*, -15%, -6%, 0%, -1%, -2%, 12%, 1%
OCC1OC(n2nnc3ccccc32)C(O)C(O)C1O (configuration not stated)
    21%, 4.3%, 3, 5%, -2%, -4%, -3%, -1%, 1%, 0%, 4%
CCC(C)NC(=O)Cn1c(=O)n(-c2ccc(OC)cc2)c(=O)c2ccc(C(=O)NCc3ccc(C)cc3)cc21 (configuration not stated)
    1%, -0.2%, -1, -4%, 2%, -3%, 0%, 6%, -4%, -2%, -5%
COCCn1nnnc1C(c1ccccn1)N1CCN(c2cc(Cl)ccc2C)CC1 (configuration not stated)
    ?, 0.1%, -12, -10%, 5%, 7%, -1%, 1%, -1%, 1%, -7%
Cc1ccc(C)c(NC(=O)CN(C)C(=O)COc2cccc3c2OC(C)(C)C3)c1
    -5%, 0.2%, 2, 7%, /, -2%, 1%, -1%, -7%, 2%, 1%
Cc1ccc(CNC(=O)C2CCN(S(=O)(=O)c3ccc4c(c3)CC(C)N4C(=O)C3CCC3)CC2)o1 (configuration not stated)
    4%, 0.4%, 9, -28%, 4%, 7%, -1%, -2%, -1%, ?, -3%
COc1cc2[nH]c(=O)n(Cc3ccc(C(=O)NCC4CCCO4)cc3)c(=O)c2cc1OC (configuration not stated)
    -1%, -0.3%, 9, -11%, 5%, 2%, 0%, -2%, 2%, 6%, -15%
CCOc1ccccc1/C=N/Nc1cc(C)nc2ccc(C)cc12
    ?, -0.3%, 0, ?, /, -6%, -1%, -5%, -2%, 3%, -11%
CCOC(=O)C1CCCN(C(=O)CCCn2nc(C)n3c(cc4sccc43)c2=O)C1 (configuration not stated)
    0%, -0.5%, 5, -10%, -5%, -1%, -3%, 5%, 3%, 3%, 22%
C#CCOCCOCCOCCNc1nc(N2CCN(C(=O)[C@H]([C@@H](C)CC)n3cc([C@@H](N)CC(C)C)nn3)CC2)nc(N2CCN(C(=O)[C@H](Cc3cc4ccccc4[nH]3)n3cc([C@@H](N)CC(C)C)nn3)CC2)n1
    0%, 0.2%, -3, 2%, /, -4%, /, -2%, 0%, /, 12%
COc1ccc(-c2nc(CS(=O)CC(=O)NCCc3ccc(C)cc3)c(C)o2)cc1OC (configuration not stated)
    3%, 0.4%, 4, 0%, 1%, -6%, -1%, 4%, -3%, -13%, 0%
COC(=O)c1sc(NC(=O)COC(=O)C2CCC2)c(C(=O)OC)c1C
    1%, -0.3%, -5, -5%, 1%, 9%, -2%, -1%, -3%, -4%, 28%
CC(=O)Oc1ccc(-c2cccc(C(=O)N(C)c3ccc(O)cc3)c2)cc1
    -8%, 0.0%, -1, -3%, -6%, 2%, 1%, 0%, -5%, 6%, -5%
COC(=O)Cn1c(CCC(=O)O)ccc1-c1ccccc1
    23%, -0.1%, -13, 6%, 0%, -3%, -1%, 0%, 4%, -13%, 16%
Cc1ccc(S(=O)(=O)N2CCCCC2CCNC(=O)C(=O)NCc2ccccc2)cc1 (configuration not stated)
    ?, -0.2%, 3, -28%, 2%, 12%, 1%, 3%, 0%, 8.9µM*, 7%
O=C(COC(=O)c1cccs1)NCC1CCCCC1
    ?, -0.5%, 9, 7%, -3%, 1%, -3%, -1%, 1%, 3%, 5%
O=C(Nc1nnc(CCN2CCOCC2)s1)C1CCCCC1
    4%, 0.2%, 3, -1%, 1%, 4%, 0%, 1%, 26%, 0%, 26%
COc1ccc(N(Cc2cc(=O)[nH]c3ccccc23)C(=O)C(C)C)cc1
    -2%, 0.0%, -10, -12%, -1%, 3%, -6%, 3%, 4%, 0%, -10%
C=CCn1c(C(C)NC(=O)c2cccc(C)c2)n[nH]c1=S (configuration not stated)
    -1%, 0.2%, -11, -3%, -5%, 3%, 0%, 1%, 0%, 4%, -7%
C/C(=N\NC(=O)c1cccnc1)c1nnn(-c2nonc2N)c1C
    1%, 0.3%, 12, 10%, 1%, -9%, -6%, 0%, 2%, -3%, 22%
O=C(NNc1c(Cl)cccc1Cl)c1c(F)cccc1Cl
    0%, -1.0%, -24, 7%, -4%, 1%, -1%, 3%, 1%, -3%, 6%
COC(=O)c1ccc(-c2ccc(/C=N/NC(=O)CC3(C)OCCCO3)o2)cc1
    ?, -0.1%, 13, ?, -2%, -2%, 0%, 2%, -15%, -2%, 12%
CC(C)C(=O)Nc1ccc(NC(=S)NC(=O)c2ccc([N+](=O)[O-])cc2)cc1
    -3%, -1.1%, 19, -11%, -8%, -3%, -2%, 2%, 0%, /, -19%
CCc1ccc(S(=O)(=O)NCc2csc(C)n2)cc1
    0%, -0.1%, 29, ?, -1%, -7%, -7%, -4%, -4%, -3%, -15%
COC(=O)c1ccccc1NC(=O)Cn1nc2n(C)c3ccccc3n2c(=O)c1=O
    -2%, -0.9%, -6, 23%, -3%[46.1 µM], 4%, /, 3%, 0%, /, 5%
FC(F)(F)c1nnc2ccc(N3CCCC3)nn12
    7%, -0.8%, 4, 16%, 3%, -2%, -3%, 2%, 3%, 6%, 4%
CCOC(=O)COc1ccc(S(=O)(=O)N2CCN(c3ccc(OC)cc3)CC2)cc1
    ?, -1.0%, -17, 11%, -1%, 4%, 0%, 11%, 0%, 3%, 9%

Filtered by structure: the compounds so far with a nitro group on carbon (3)
Each structure is followed by: BCR signal inh, B2AR arrestin, TSHR antagonist, ELG1 DNA repair, TCR act, Mito fusion act, PTAP TSG101 blk, USP2a block, Tb PFK inh, uPA surface inh, Eya2 phos inh
O=[N+]([O-])c1ccc(Cl)c(/C=N/n2c(C3CCCCC3)n[nH]c2=S)c1
    -10%, -0.2%, 9, ?, 1%, -3%, 0%, 0%, -3%, 0%, -4%
CCOc1ccc(C(=O)Nc2ccccc2N2CCN(C(=O)c3ccccc3)CC2)cc1[N+](=O)[O-]
    0%, 0.4%, 1, 4.6µM*, -15%, -6%, 0%, -1%, -2%, 12%, 1%
CC(C)C(=O)Nc1ccc(NC(=S)NC(=O)c2ccc([N+](=O)[O-])cc2)cc1
    -3%, -1.1%, 19, -11%, -8%, -3%, -2%, 2%, 0%, /, -19%
